# From PubChem BioAssay
# NPY1 pot ag: potentiators or agonists of human neuropeptide Y receptor Y1; P25929; NPY-Y1 expressing cells, potentiator/agonist activation; activation, % at 3.6 µM; actives 0.37% (n = 220,000); AID 1304; in the data active means activation above about 33%, passing the limit was not always enough;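 further: cells stimulated with NPY at EC10 then isoproterenol at EC100; 0% = low agonist plus stimulus and 100% = saturating agonist plus stimulus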
# Target sequence (P25929 whole entry, looked up): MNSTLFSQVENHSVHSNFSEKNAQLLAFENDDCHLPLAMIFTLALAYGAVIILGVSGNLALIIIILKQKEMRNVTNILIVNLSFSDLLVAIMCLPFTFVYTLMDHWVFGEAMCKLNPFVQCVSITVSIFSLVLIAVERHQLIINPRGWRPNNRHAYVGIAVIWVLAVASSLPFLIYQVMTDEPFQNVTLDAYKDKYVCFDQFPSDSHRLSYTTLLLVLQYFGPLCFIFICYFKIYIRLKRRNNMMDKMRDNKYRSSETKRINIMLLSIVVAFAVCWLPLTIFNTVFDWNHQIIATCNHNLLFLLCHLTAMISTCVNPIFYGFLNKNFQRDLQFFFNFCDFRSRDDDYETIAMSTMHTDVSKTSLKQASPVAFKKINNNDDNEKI
# RBBP9 inhibitor: inhibitors of human serine hydrolase RBBP9; O75884; recombinant RBBP9, FP-Rh probe fluorescence polarization; inhibition, % at 7.94 µM; actives 0.2% (n = 220,000);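 active means inhibition above the campaign mean of all tested compounds plus 3 SD, cut at about 14% in these data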;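 further: plate controls were DMSO wells with RBBP9 for no effect and wells lacking RBBP9 protein for full effect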
# Target sequence (O75884 whole entry, looked up): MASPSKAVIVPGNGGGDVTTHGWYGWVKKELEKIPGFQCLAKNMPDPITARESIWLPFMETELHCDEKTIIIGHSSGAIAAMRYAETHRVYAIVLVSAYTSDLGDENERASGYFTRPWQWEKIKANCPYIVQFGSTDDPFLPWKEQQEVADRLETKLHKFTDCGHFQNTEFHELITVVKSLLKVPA
#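 Measured by: FP readout at 525/598 nm; material: recombinant human RBBP9; also added: Serine-hydrolase probe FP-Rh, 375 nM pre-mixing; medium: Tris buffer pH 8.0, NaCl, Pluronic; replication: one well per compound; doses: one concentration, 7.94 µM nominal, 0.794% DMSO; timing: preincubation 30 min plus labeling 45 min at 25 °C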
# Runt-CBFb FRET: inhibitors of human RUNX1 Runt domain binding to CBFb; Q01196+Q13951; inhibition, % at 20 µM; AID 1496; actives 0.46% (n = 220,000); Cerulean-Runt/Venus-CBFb FRET ratio 530/480, 1 h;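 active means inhibition over about 50% at 20 µM in the single-dose screen, limit read from the data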;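 further: 0% = DMSO wells and 100% = excess unlabeled CBFb competitor control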
#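 test system = Cerulean-tagged RUNX1 Runt domain (FRET donor) fusion protein | reagent = Venus-CBFb binding partner, 100 nM | incubation = protein complex preformed 1 h, compound exposure 1 h, room temperature, dark | detection = FRET fluorescence | read-out basis = loss of energy transfer signal | controls = 5 µM unlabeled CBFb as full-inhibition high control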
# Runt-SMMHC FRET: Runt domain-CBFb-SMMHC interaction inhibition. AID 1434. Cerulean-Runt/Venus-CBFb-SMMHC FRET ratio 530/480, 1 h. actives 0.74% (n = 220,000). inhibition, % at 20 µM;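 active means mean inhibition across duplicate retests at 20 µM reaching about 50%, limit read from the data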;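 further: 0% = DMSO wells and 100% = wells with excess untagged CBFb-SMMHC; inhibitors lower the FRET ratio by blocking Runt binding to CBFb-SMMHC; some results filed as inactive read as strong as hits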
# Hck-Nef inh: inhibitors of human Hck kinase activated by Nef; P08631; Recombinant Hck-YEEI plus Nef, Z-Lyte FRET kinase assay; inhibition, % at 20 µM; actives 0.68% (n = 220,000); AID 463187;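 active means Hck-Nef kinase inhibition above about 50%, limit read from the data; inactive means inhibition below that limit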;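 further: 0% = DMSO with Hck plus Nef and 100% = Hck alone without Nef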
# MDM2 E3 inh: inhibitors of human Mdm2 E3 ubiquitin ligase | Q00987 | cell-based MDM2 ubiquitination luciferase reporter, 2 h; 0 = plate control, 100 = twice control, blank-subtracted | signal enhancement, % at 5 µM | actives 0.11% (n = 210,000);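 active means signal enhancement of 30% or more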;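 further: luminescence tracks abundance of the self-degrading MDM2-luciferase fusion protein; higher signal means inhibition of MDM2 E3 ligase activity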
# Target sequence (Q00987 whole entry, looked up, the tested form may be a part): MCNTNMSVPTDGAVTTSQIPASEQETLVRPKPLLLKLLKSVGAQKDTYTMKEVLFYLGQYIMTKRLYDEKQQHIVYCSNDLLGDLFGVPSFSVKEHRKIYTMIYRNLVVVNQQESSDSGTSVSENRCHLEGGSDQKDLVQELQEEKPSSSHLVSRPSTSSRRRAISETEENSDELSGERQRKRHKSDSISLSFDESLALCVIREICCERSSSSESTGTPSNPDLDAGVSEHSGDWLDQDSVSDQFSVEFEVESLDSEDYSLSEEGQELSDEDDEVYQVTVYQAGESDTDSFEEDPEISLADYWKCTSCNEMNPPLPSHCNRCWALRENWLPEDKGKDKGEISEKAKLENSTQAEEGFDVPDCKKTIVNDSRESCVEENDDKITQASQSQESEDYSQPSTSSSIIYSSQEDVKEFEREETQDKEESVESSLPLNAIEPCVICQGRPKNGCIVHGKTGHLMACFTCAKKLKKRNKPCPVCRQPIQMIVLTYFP
#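 system = mammalian cells stably expressing self-ubiquitinating, self-degrading MDM2 E3–luciferase fusion | quantity = 2000 cells per well seeded | incubation = 4 h cell settling then 2 h compound exposure, 37 °C | signal = SteadyLite luminescence, 15 min reagent step | benchmarks = plate control and blank wells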
# NPY-Y2 PAM-ag: potentiators or agonists of human neuropeptide Y receptor Y2; P49146; cells expressing NPY-Y2, potentiator/agonist read-out; AID 1359; activation, % at 3.6 µM; actives 0.45% (n = 220,000); in the data active means activation above about 27%;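 further: cells stimulated with NPY near EC25 plus isoproterenol at EC100; 0% = vehicle plus submaximal agonist and 100% = vehicle plus saturating agonist; some results beyond the cut were filed as inactive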
# NPY Y1 blocker: antagonists of human neuropeptide Y receptor Y1; P25929; AID 1040; HEK293-CNG Y1 cells, membrane potential fluorescence; NPY at EC95, then isoproterenol; actives 1% (n = 200,000); inhibition, % at 3.6 µM;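 active means inhibition above the campaign mean inhibition of all tested compounds plus 3 SD, cut at about 20% in these data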;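 further: 0% = DMSO wells given NPY plus isoproterenol and 100% = isoproterenol alone without NPY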
#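 Material: HEK293 Y1/CNG channel cell line; also added: NPY (25 nM), isoproterenol (1 µM), Ro 20-1724 (25 µM); doses: one concentration, 3.6 µM, in 0.4% DMSO; schedule: compound incubation 1 h at room temperature, readout 45 min post-stimulation; technique: membrane potential fluorescence; measure: fluorescence ratio normalized to % inhibition between controls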
# p97 inhibitor: inhibitors of human p97 ATPase. inhibition, % at 8 µM. AID 1481. P55072. actives 0.42% (n = 220,000). recombinant p97 ATPase, Kinase-Glo ATP luminescence, 3 h; in the data active means inhibition above about 15%;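 further: 0% = DMSO vehicle and 100% = wells lacking enzyme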
# * = called active by the depositor; nt = no result given.
SMILES,NPY1 pot ag,RBBP9 inhibitor,Runt-CBFb FRET,Runt-SMMHC FRET,Hck-Nef inh,MDM2 E3 inh,NPY-Y2 PAM-ag,NPY Y1 blocker,p97 inhibitor
CCNC(=O)c1c(NC(=O)c2cc(-c3cc(C)ccc3O)n[nH]2)sc2c1CCCC2,-11,-4,-24,-24,100*,3,-11,-2,3
Cc1ccnc(NC(=O)C2CCN(S(=O)(=O)c3cccc4nonc34)CC2)c1,3,-9,-2,0,0,-11,4,-9,-3
COCCCn1c(SCC(=O)N2CC(=O)Nc3ccccc32)nnc1-c1ccoc1C,-2,-5,1,2,1,-2,9,5,3
O=C(NC(NC(=O)c1ccccc1)c1cccc([N+](=O)[O-])c1)c1ccccc1,2,-2,-1,2,5,-18,9,1,4
COC(=O)c1ccc(CSc2nnc3ccccn23)o1,6,-4,2,2,-1,-7,3,-3,-2
O=C(c1cccc(F)c1)N1CCN(c2cccc(Cl)c2)CC1,4,-3,0,-2,0,-16,6,4,-2
O=C(CCCN1C(=O)/C(=C\c2ccco2)SC1=S)Nc1ccc2ccccc2c1,-6,4,10,-1,5,nt,-2,2,10
Cc1cc(C)cc(N=Cc2c(O)c3ccccc3oc2=O)c1,0,-7,3,87*,18,-5,3,1,3
COc1ccccc1N1CCN(CC(=O)Nc2c(C)n[nH]c2C)CC1,-16,-7,nt,nt,2,-13,-1,2,4
CCOc1ccc(C(C)=O)cc1CSc1nc2nc(C)cc(C)n2n1,-18,3,-4,-2,6,-14,-9,5,-5
C=CCN(C(=O)CNC(=O)c1cccs1)C(C(=O)NC1CCCCC1)c1cccnc1 (configuration not stated),11,2,0,1,20,18,12,3,5
CS(=O)(=O)N1CCC(C(=O)Nc2ccccc2F)CC1,8,0,0,-1,0,-13,-9,2,1
CCC12C(=O)C(CC)(C(c3ccccc3)=C1c1ccccc1)[C@@H]1C(=O)N(c3ccc(C)cc3)C(=O)C12 (some centres not stated),21,-2,1,1,2,-21,7,-3,4
CCN(CC)C(=O)Cn1nc(-c2ccccc2O)nc1SCC(=O)Nc1ccc(OC)cc1,-2,-9,0,0,1,-13,-6,-1,-2
O=C(CCc1nc2ccccc2c(=O)[nH]1)N1CCN(c2ccc(F)cc2)CC1,-10,0,-1,0,-6,-26,-10,1,2
CC(C)OCCCNC(=O)CCC(=O)NNc1nc2ccccc2c2nc(-c3ccccc3)nn12,17,-2,-5,3,-24,-1,19,-1,5
COC(=O)c1c(NC(=O)C2C3CCC(C3)C2C(=O)O)sc2c1CCCCC2 (configuration not stated),-16,2,3,-2,7,-2,-2,4,-3
Cc1cc(NC(=O)c2ccccc2)nc(C)n1,-2,1,3,-6,0,-8,-11,nt,5
CC(=O)N/N=C(\C)c1cccc(C(F)(F)F)c1,-3,-7,-2,-2,23,-6,-2,-3,-3
N#CCC(=O)Nc1ccc(C(=O)NCc2cccc(Cl)c2)cc1,16,-22,0,1,29,nt,-13,nt,5
O=C(NCc1ccco1)c1c(F)c(F)c(F)c(C(=O)NCc2ccco2)c1F,-4,-6,-1,0,21,-4,-3,-1,10
CCc1cccc2c(/C=N/NC(=O)c3cccc(S(=O)(=O)Nc4ccccc4Cl)c3)c[nH]c12,46*,-3,-4,-2,6,-4,-2,-9,5
COc1ccccc1NC(=O)N1CCCC1C(=O)NC1CCCCC1 (configuration not stated),-3,-3,0,-1,2,-1,1,3,-2
COc1ccc(NC(=O)CN2CCC(n3c(C)nc4cc(F)ccc43)CC2)c(OC)c1,21,-5,1,0,1,-15,10,3,11
COc1ccc(C(=O)NN2C(=S)N(c3ccc(OC)cc3)C(=O)C2CC(N)=O)cc1 (configuration not stated),-7,-1,4,-2,9,-3,1,nt,4
COc1ccc(-c2ccc(/C=C3/C(=N)N4C=CSC4=NC3=O)o2)c([N+](=O)[O-])c1,7,-2,14,-10,30,nt,7,-3,0
O=C(NCCCc1ccccc1)c1cc([N+](=O)[O-])ccc1Cl,5,6,1,-7,17,-2,-9,2,5
CCOC(=O)C1CCCN(Cc2ccc(O)c(OC)c2)C1 (configuration not stated),-10,-2,0,-3,-9,2,-10,-3,-5
Cc1ccccc1-n1c(=S)[nH]c2nc3c(cc2c1=O)CCCC3,-13,-7,-2,0,20,8,-13,9,2
CCCCNC(=O)/C(C#N)=C/c1ccc(-c2ccc(S(=O)(=O)N3CCOCC3)cc2)o1,-4,1,-18,5,0,3,11,-3,5
Clc1ccc(SCc2csc(N3CCOCC3)n2)cc1,-16,2,3,-2,-8,-12,-4,nt,2
CN1CCO/C1=C(\C(Cl)=C(Cl)Cl)[N+](=O)[O-],-6,-13,0,1,9,-14,0,10,-4
CC(C)(C)NC(=S)Nc1ccc(Nc2ccccc2)cc1,25,0,3,2,-2,-7,14,-1,0
CN(C)CCCNC(=O)c1cc(S(=O)(=O)N2CCOCC2)ccc1F,13,-6,4,2,2,-7,7,1,2
CCC1Oc2ccc(C)cc2N(CC(=O)NCc2cc(OC)ccc2OC)C1=O (configuration not stated),-7,-7,0,-3,-2,7,5,1,9
O=C(CCc1nnc(Cc2cccc(C(F)(F)F)c2)o1)NC1CC1,4,-6,0,2,17,-2,5,11,5
Cc1cc(C(=O)Nc2ccccc2N2CCOCC2)ccc1[N+](=O)[O-],-1,-6,0,2,1,-9,-12,2,2
CCN(CC)S(=O)(=O)c1ccc(N(C)C)c(NC(=O)C2CCCC2)c1,9,-3,-1,-1,18,-14,-9,nt,2
O=C(Nc1cc(S(=O)(=O)N2CCOCC2)ccc1N1CCOCC1)c1cn2ccccc2n1,-11,-6,1,-2,-4,-3,1,6,-1
NC(=S)N=Nc1c(O)[nH]c2cc(F)c(F)cc12,-3,-3,5,1,0,-9,-1,-2,-1
O=C(/C=C/c1ccc2c(c1)OCO2)Nc1nncs1,-9,-5,1,2,2,-17,-11,nt,-4
COc1cc(NC(=O)Cn2nnc(-c3ccncc3)n2)cc(OC)c1,-15,-6,1,2,2,-11,2,10,-6
O=C(Nc1ccccc1C(F)(F)F)c1cc(S(=O)(=O)N2CCC3(CC2)OCCO3)ccc1F,3,0,-2,1,-2,5,3,15,2
O/N=C1/CCCSc2ccccc21,7,-7,1,4,-1,-3,12,0,3
Cc1cc(C(F)(F)F)nc(SCc2ccc(C(=O)O)o2)n1,-1,-9,15,9,2,-16,9,-2,9
CSc1nc2ccc(S(=O)(=O)N3CCOCC3)cc2s1,-28,-3,1,1,1,-1,-6,-2,0
COC(=O)c1ccccc1NC(=S)N(Cc1ccc2c(c1)OCO2)Cc1cc2cc(OC)ccc2[nH]c1=O,-20,-4,1,-1,0,-10,-1,3,2
CCOC(=O)c1c(-c2ccccc2)oc2cc(CN(C)C)c(O)c(CN(C)C)c12,-30,-3,nt,nt,-1,nt,-5,10,0
Cc1cc(Cl)ccc1C(=O)C1CCCN(C(=O)c2ccoc2)C1 (configuration not stated),9,-1,-1,2,4,-14,-4,4,-2
c1ccc(-c2nnc(-c3ccco3)o2)cc1,2,-9,-3,4,-2,-6,0,7,3
Cc1ccc(C(C)C)c(OCCCN2C(=O)NC(C)(C)C2=O)c1,-4,-4,0,-5,1,-3,-8,-2,-5
COCCNc1ccnc2c(Cl)cccc12,7,-5,-1,-1,-11,-1,-13,6,0
COc1ccc(C2(CNC(=O)C(=O)Nc3ccc(C)cc3)CCOCC2)cc1,10,-4,-2,3,0,0,-3,0,0
CCOc1ccc(-c2ccc(C=O)o2)c([N+](=O)[O-])c1,7,-3,6,1,100*,-4,-3,0,6

# 13 of the compounds above, bar-delimited:
SMILES | NPY1 pot ag | RBBP9 inhibitor | Runt-CBFb FRET | Runt-SMMHC FRET | Hck-Nef inh | MDM2 E3 inh | NPY-Y2 PAM-ag | NPY Y1 blocker | p97 inhibitor
O=C(c1cccc(F)c1)N1CCN(c2cccc(Cl)c2)CC1 | 4 | -3 | 0 | -2 | 0 | -16 | 6 | 4 | -2
O=C(CCCN1C(=O)/C(=C\c2ccco2)SC1=S)Nc1ccc2ccccc2c1 | -6 | 4 | 10 | -1 | 5 | nt | -2 | 2 | 10
Cc1cc(C)cc(N=Cc2c(O)c3ccccc3oc2=O)c1 | 0 | -7 | 3 | 87* | 18 | -5 | 3 | 1 | 3
COc1ccccc1N1CCN(CC(=O)Nc2c(C)n[nH]c2C)CC1 | -16 | -7 | nt | nt | 2 | -13 | -1 | 2 | 4
CCOc1ccc(C(C)=O)cc1CSc1nc2nc(C)cc(C)n2n1 | -18 | 3 | -4 | -2 | 6 | -14 | -9 | 5 | -5
C=CCN(C(=O)CNC(=O)c1cccs1)C(C(=O)NC1CCCCC1)c1cccnc1 (configuration not stated) | 11 | 2 | 0 | 1 | 20 | 18 | 12 | 3 | 5
CS(=O)(=O)N1CCC(C(=O)Nc2ccccc2F)CC1 | 8 | 0 | 0 | -1 | 0 | -13 | -9 | 2 | 1
CCC12C(=O)C(CC)(C(c3ccccc3)=C1c1ccccc1)[C@@H]1C(=O)N(c3ccc(C)cc3)C(=O)C12 (some centres not stated) | 21 | -2 | 1 | 1 | 2 | -21 | 7 | -3 | 4
CCN(CC)C(=O)Cn1nc(-c2ccccc2O)nc1SCC(=O)Nc1ccc(OC)cc1 | -2 | -9 | 0 | 0 | 1 | -13 | -6 | -1 | -2
O=C(CCc1nc2ccccc2c(=O)[nH]1)N1CCN(c2ccc(F)cc2)CC1 | -10 | 0 | -1 | 0 | -6 | -26 | -10 | 1 | 2
CC(C)OCCCNC(=O)CCC(=O)NNc1nc2ccccc2c2nc(-c3ccccc3)nn12 | 17 | -2 | -5 | 3 | -24 | -1 | 19 | -1 | 5
COC(=O)c1c(NC(=O)C2C3CCC(C3)C2C(=O)O)sc2c1CCCCC2 (configuration not stated) | -16 | 2 | 3 | -2 | 7 | -2 | -2 | 4 | -3
Cc1cc(NC(=O)c2ccccc2)nc(C)n1 | -2 | 1 | 3 | -6 | 0 | -8 | -11 | nt | 5
